TDP1 cell noCPT = qHTS for Inhibitors of human tyrosyl-DNA phosphodiesterase 1 (TDP1): qHTS in cells in absence of CPT | DT40 Tdp1-/- hTDP1 cells, no CPT, ATP luminescence, 48 h | Potency, µM (doses to about 46.2 µM), for the others: at the top dose activity change, negative = growth inhibition, hits mostly inhibitors | 420,000 tested, 15% active | AID 686978, 2013; further: nearly all actives have a fitted effect of over 55% in size
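Growth kinetics read by CellTiter-Glo luminescence after ≥48 hr at 37 °C. Cells: DT40 Tdp1-/- stably carrying human TDP1, 400 per well, compound exposure in the absence of CPT (DMSO vehicle).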
TDP1 block = qHTS Assay for Inhibitors of Tyrosyl-DNA Phosphodiesterase (TDP1). Tyrosyl-DNA phosphodiesterase 1 (Homo sapiens), Q9NUW8. recombinant TDP1, AlphaScreen DNA substrate cleavage. Potency, µM (titrated, usually from 130 µM), for inactives: at the highest dose activity change, negative = inhibition, most hits filed as inhibitors. 350,000 tested, 0.28% active. AID 485290, 2010; further: nearly all actives have a fitted effect of over 40% in size
Target sequence (Q9NUW8 whole entry, looked up): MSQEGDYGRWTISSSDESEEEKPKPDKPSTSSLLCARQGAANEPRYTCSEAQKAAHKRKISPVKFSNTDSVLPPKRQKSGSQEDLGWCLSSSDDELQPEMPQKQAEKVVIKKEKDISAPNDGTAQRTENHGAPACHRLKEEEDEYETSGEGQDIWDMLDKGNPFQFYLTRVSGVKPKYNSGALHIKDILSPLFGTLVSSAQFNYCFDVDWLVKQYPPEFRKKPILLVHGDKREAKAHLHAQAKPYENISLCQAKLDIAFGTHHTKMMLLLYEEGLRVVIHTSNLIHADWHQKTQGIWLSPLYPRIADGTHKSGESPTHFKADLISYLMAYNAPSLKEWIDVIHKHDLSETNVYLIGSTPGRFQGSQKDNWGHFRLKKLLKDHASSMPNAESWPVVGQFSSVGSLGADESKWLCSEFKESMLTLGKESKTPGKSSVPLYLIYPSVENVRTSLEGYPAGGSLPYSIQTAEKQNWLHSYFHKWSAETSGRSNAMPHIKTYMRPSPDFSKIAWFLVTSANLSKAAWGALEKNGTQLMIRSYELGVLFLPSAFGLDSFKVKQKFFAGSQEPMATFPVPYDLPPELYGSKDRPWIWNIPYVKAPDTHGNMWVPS
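Signal: AlphaScreen proximity between streptavidin donor and anti-FITC acceptor beads on intact substrate. Reaction: Tdp1 1 nM, substrate 15 nM final, 5 min RT after 15 min compound preincubation.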
TDP1 cell CPT = qHTS for Inhibitors of human tyrosyl-DNA phosphodiesterase 1 (TDP1): qHTS in cells in presence of CPT; chicken DT40 Tdp1-/-;hTDP1 cells + 20 nM CPT, ATP luminescence, 48 h; Potency, µM (titrated, usually from 46.2 µM), for inactives: at the highest dose activity change, negative = growth inhibition, most hits filed as inhibitors; 420,000 tested, 12% active; AID 686979, 2013; further: nearly all actives have a fitted effect of over 55% in size
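Chicken DT40 Tdp1-/- cells stably complemented with human TDP1 were seeded at 400 cells/well in medium containing 20 nM camptothecin, exposed to pin-transferred compounds, and grown at 37 °C for at least 48 hr. Viability was read as ATP luminescence.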
* = called active by the depositor; ? = inconclusive; nt = not tested or not shown; & = joins results of further samples; [ ] = dose if it differs, or a comment. The call rests on the fitted dose curve; in most records, active means well fitted curve in the direction sought with a large enough effect; inconclusive means small, poorly fitted or top-dose-only effect, or another doubt; inactive means no such curve, though single readings can be large; an effect the other way counts as inactive or inconclusive. On the % scale 0 is the no-effect control and ±100 the full control effect; potency means the concentration at half of the fitted maximal effect.

canonical_smiles | TDP1 cell noCPT | TDP1 block | TDP1 cell CPT
COc1cc(OC)c(-c2cc(C(=O)O)ccc2OC)c(OC)c1 | -4% | 0% | 2%
O=C(O)CN1C(=O)/C(=C/c2ccc(N3CCCCC3)o2)SC1=S | 23µM* | 50µM* | ?
CCOc1ccc(CNC(=O)c2cc3oc4ccccc4c3n2C)cc1 | ? | 0%&2% | ?
CC1CCC/C(=N\Nc2ccc(Cl)c(C(=O)O)c2)C1 (stereo not given) | -9% | ? | 17%
COCCNC(=O)c1c(NC(=O)c2cc(=O)c3cc(C)cc(C)c3o2)sc2c1CCCC2 | 1% | 6% | 6%
COc1ccc(N2CC(C(=O)N3CCN(C(=O)c4ccco4)CC3)CC2=O)cc1 (stereo not given) | -2% | 1%[0.0935 µM] | 9%
O=C(NC1CC2CCC(C1)N2Cc1ccccc1)c1ccccc1Br (stereo not given) | -19% | 2% | 8%
O=C(Cc1ccc(F)cc1)NC1CCSC1=O (stereo not given) | 1% | 6% | 4%
CCOC(=O)c1sc(N)nc1C(C)(C)C | -39% | 0% | ?
CCOc1ccc(S(=O)(=O)N(CC)CC(=O)NCc2ccncc2)cc1C | -13% | 6% | -15%
O=C(NCc1ccccc1F)C1CCN(C(=O)c2sccc2-n2cccc2)CC1 | -7% | -3% | -3%
O=c1[nH]c2c(s1)C(c1ccccc1)C1C3CCC(C3)C1S2 (stereo not given) | ? | 7% | ?
CCn1c(COc2ccc(=O)n(-c3ccccc3)n2)n[nH]c1=S | -15% | -12% | 24%
Cc1cc(C)cc(C(=O)NCC(=O)OCC(=O)N2CCCC2)c1 | 6% | nt | 0%
CON(C)S(=O)(=O)c1cccc(C(=O)Nc2ccc(S(=O)(=O)NC3=NCCCCC3)cc2)c1 | ? | -5% | ?

Following part:
canonical_smiles | TDP1 cell noCPT | TDP1 block | TDP1 cell CPT
Cc1ccc(C(=O)N/C(=C\c2ccco2)C(=O)NCCN2CCCCC2)cc1C | -16% | nt | 13%
CCN(CCCNC(=O)C1CCC(=O)N1Cc1ccc(C)cc1)c1cccc(C)c1 (stereo not given) | 23µM* | 2% | 13µM*
O=C(NC1CCCc2ccccc21)c1cn2ccccc2n1 (stereo not given) | ? | 7% | -11%
CC(=O)N1CCCc2cc(S(=O)(=O)N3CCN(c4cccc(C(F)(F)F)c4)CC3)ccc21 | ? | 7% | ?
Cc1cccc(NC(=O)CSc2nc(-c3ccco3)cc(C(F)(F)F)n2)c1C | 9.2µM* | -2% | 10µM*
Cc1nc(NCCc2ccccc2)c2oc3ccccc3c2n1 | 9.2µM* | 0% | 8.2µM*
Cc1nn(C)c(=O)n1N(C)c1ncc(C(F)(F)F)cc1Cl | 4% | 1% | 11%
COC(=O)c1ccccc1NC(=O)CN(C)S(=O)(=O)c1ccc(OC)cc1 | ? | 4% | ?
CCOc1cc(C(=S)N2CCOCC2)ccc1OS(=O)(=O)c1ccc(C)cc1 | ? | 6% | -11%
O=C(NCc1nc2ccccc2[nH]1)C1=C[C@H](C2CCCCC2)C[C@H](OCCCCO)O1 | 16µM* | nt | 23µM*
COc1ccc(NC(=O)CS(=O)(=O)c2ccccc2Cl)cc1 | 4% | nt | 7%
O=C(Nn1c(SCc2ccc(F)cc2)nc2ccsc2c1=O)c1ccccc1 | ? | 0% | -25%
COc1ccc(NC(=O)C2C3C=CC(O3)C2C(=O)O)cc1 (stereo not given) | -2% | nt | 8%
COCCCNC(=O)C[C@H]1C[C@H](C(=O)N2CCOCC2)[C@@]2(CCC3CCCC3)c3[nH]c4ccc(Cl)cc4c3CCN2C1=O | ? | 0%[56.1 µM] | 21µM*
COCCNC(=O)C(c1ccncc1)N(C(=O)c1sc(C)nc1C)c1cccc(C)c1 (stereo not given) | 4% | -2% | -3%

Reformatted with two lines to a compound: entries from further up.
Values run as follows: TDP1 cell noCPT, TDP1 block, TDP1 cell CPT
- Cc1nn(C)c(=O)n1N(C)c1ncc(C(F)(F)F)cc1Cl
→ 4%, 1%, 11%
- COc1ccc(NC(=O)C2C3C=CC(O3)C2C(=O)O)cc1 (stereo not given)
→ -2%, nt, 8%

Continuation.
canonical_smiles | TDP1 cell noCPT | TDP1 block | TDP1 cell CPT
Cc1ccc(C(=O)N/N=C/C=C/c2ccccc2)o1 | -12% | 5% | -1%
COCCNC(=O)/C=C/c1c(Cl)cccc1Cl | -16% | 3% | 5%
CCCC(=O)Nc1cccc2c1CCCC2 | -10% | -7% | -23%
CC(=O)Oc1ccccc1N(C(C)=O)S(=O)(=O)c1ccc2ccccc2c1 | -20% | 5% | -15%
CC(C)(C)c1ccc(NC(=O)c2ccsc2)cc1 | 23µM* | -1% | ?
COc1ccc(CNC(=O)CSc2nnc3nc(C)cc(C)n23)cc1OC | 25% | -6% | 2%
Cn1c(=O)n(Cc2ccccc2F)c(=O)c2c1nc1n2CCN1Cc1ccco1 | -21% | -1% | 3%
COC(=O)/C=C1\OCc2cc(OC)c(OC)cc21 | -2% | nt | 9%
CCOC(=O)c1sc(NC(=O)c2ccc(S(=O)(=O)N3CCOCC3)cc2)nc1-c1ccccc1 | ? | 3% | ?
CCCCN(C(=O)NC(=O)Nc1cccc(C)c1C)S(C)(=O)=O | -9% | 12% | -20%
O=C(CN1C(=O)c2cccc3cccc1c23)N1CCN(Cc2ccc3c(c2)OCO3)CC1 | 21µM* | -2% | ?
O=C(NN1c2ccccc2CCc2ccccc21)c1ccccc1Br | ? | -1% | 21µM*
CCOC(OCC)c1nc(N)[nH]c(=O)c1CCCCc1ccccc1 | 16µM* | nt | 23µM*
CCOC(=O)N1CCC(N2C(=O)c3ccccc3C2Nc2ccc3c(c2)OCCO3)CC1 (stereo not given) | ? | 8% | ?
O=c1c(Cc2ccc(F)cc2)c(O)ccn1CCc1cnc[nH]1 | -2% | 0% | -1%

Carrying on.
Structure | TDP1 cell noCPT | TDP1 block | TDP1 cell CPT
O=C(NCCC1CCCCN1S(=O)(=O)c1ccccc1)C(=O)NCc1ccccc1 (stereo not given) | ? | 0% | ?
c1ccc2cc(CCO[C@H]3CCCCO3)ncc2c1 | -14% | 1% | -21%
CC1CCCCC1NC(=O)CCc1nc2sc3c(c2c(=O)[nH]1)CCCC3 (stereo not given) | ? | -18% | ?
CC1(C)CC(NC(=S)Nc2ccc(S(N)(=O)=O)cc2)CC(C)(C)N1 | -15% | 7% | 3%
CCOC(=O)Cc1csc(SC(C)C(=O)NC2CCCCC2C)n1 (stereo not given) | -20% | -5% | -5%
COc1ccc(Cc2nc3ccc(S(=O)(=O)N4CCOCC4)cc3[nH]2)cc1OC | ? | 4% | -35%
CCC(Sc1nc2nccnc2c(=O)n1Cc1ccc(F)cc1)C(=O)NC1CCCCC1 (stereo not given) | ? | 3% | 21µM*
CCOc1ccc(NC(=O)c2cn3c4c(ccc(Cl)c4c2=O)OC(C)C3)cc1 (stereo not given) | -1% | 5% | -3%
Cc1onc(-c2ccc(Cl)cc2Cl)c1C(=O)/C=C/N(C)C | ? | 4% | ?
O=C(CSc1nccc(-c2ccc(Br)cc2)n1)NCCc1ccccc1 | -29% | 6% | ?
NC(=O)c1cnn(-c2cc(Oc3ccccc3)ncn2)c1N | -13% | -7% | 5%
CCOc1ccc(S(=O)(=O)N(CC(=O)NCCSc2ccc(C)cc2)c2ccccc2)cc1 | -19% | nt | -20%
CCOC(=O)Nc1ccc(S(=O)(=O)Nc2cc(C)nc(C)n2)cc1 | -2% | 9% | 0%
O=C(Nc1cc(S(=O)(=O)N2CCOCC2)ccc1N1CCCC1)c1ccc2c(c1)S(=O)(=O)c1ccccc1C2=O | ? | 1% | 13µM*
O=[N+]([O-])c1ccccc1/C=C/C=N/Nc1ccc(S(=O)(=O)Nc2ccc(Cl)cc2)cc1[N+](=O)[O-] | 18µM* | 8% | 16µM*
COc1ccccc1-n1ccnc(SCC(=O)NCc2ccccc2Cl)c1=O | ? | 7% | ?
O=C(NCc1cccc(C(F)(F)F)c1)c1cccc(Cl)c1Cl | ? | -5% | -13%
COc1cc(C(=O)NCc2nc(C)cs2)ccc1OC1CCN(C(C)=O)CC1 | -2% | 1% | 3%
Cc1onc(-c2ccccc2Cl)c1C(=O)N1CCCCC1C(=O)O (stereo not given) | -5% | 0% | -4%
Cc1ccc2c(C(=O)CN3CCSCC3)c(C)[nH]c2c1 | ? | 4% | 16µM*
Cc1nn(C)cc1/C=N/NC(=S)Nc1ccc(Cl)cc1Cl | ? | -3% | 0.52µM*
CCOC(=O)N(O)c1ccc(C=Cc2ccccc2)cc1 | 15µM* | nt | 12µM*
O=C(Nc1ccc(C(=O)N2CCCCC2)cc1)[C@H]1O[C@@H](n2ccc(=O)[nH]c2=O)[C@H](O)[C@@H]1O | 4% | nt | 22%
CCCc1nn2c(=O)cc(CSCC(=O)Nc3ccc(OC)cc3)nc2s1 | 3% | 2% | -8%
CCN(CC)c1ccc([N+](=O)[O-])cc1/C=N/NC(=O)CC#N | ? | 5% | -26%

(list continues)
Structure | TDP1 cell noCPT | TDP1 block | TDP1 cell CPT
CC(C)CCNC(=O)CO/N=C/c1ccccc1OC(F)F | -1% | 0% | -15%
CCN1CCN(C(=O)c2cc3sccc3n2CC(=O)c2ccccc2)CC1 | 3% | 4% | -24%
Cc1ccc(-c2ccc(=O)n(CC(=O)NCCCN3CCCCC3)n2)cc1 | -4% | 1% | 0%
COCc1c(C(=O)N2CCN(S(=O)(=O)c3ccccc3Cl)CC2)oc2ccccc12 | ? | 1% | ?
CCN(CC)C(=O)CSc1nnc(SC(C)C(=O)NC2CC2)s1 (stereo not given) | -2% | -1% | -26%
COc1ccccc1N1CCN(CCCNC(=O)c2nnc(Cc3c(F)cccc3Cl)o2)CC1 | ? | 2% | -26%
Cc1ccc(CNC(=O)CS(=O)(=O)c2cccc3nsnc23)cc1 | -78% | 3% | 3%
Cc1ccc2c(c1)c1c(c(=O)n(-c3cccc(Cl)c3)c(=O)n1CC(N)=O)n2C | -7% | 6% | -5%
CCCCCCCNC(=O)C1(CC2CC(c3cccc(Br)c3)=NO2)CCNCC1 (stereo not given) | 16µM* | nt | 13µM*
N#CC1=C(N)N(c2cccc(Cl)c2)C2=C(C(=O)CCC2)C1c1cc(CN2CCOCC2)cs1 (stereo not given) | ? | -6% | ?
O=[N+]([O-])c1ccc(-c2cnc(SC(c3ccccc3)c3ccccc3)[nH]2)cc1 | ? | 5% | ?
COc1ccc(CCNC(=O)CN(C)S(=O)(=O)c2cccs2)cc1 | -22% | 0% | 3%
Cc1ccc2c(=O)cc(C(=O)Nc3ccc(S(=O)(=O)Nc4ncccn4)cc3)oc2c1C | ? | 2% | ?
Cc1nc2ccccc2n1/N=C/c1ccc([N+](=O)[O-])s1 | 5.2µM* | -1% | 3.7µM*
COC(=O)C1CN(S(=O)(=O)c2cc(OC)ccc2OC)CCS1 (stereo not given) | -6% | 3% | -23%
N#Cc1nc(Cc2cccc3ccccc23)oc1NCCN1CCCCC1 | ? | 7% | ?
O=C(CCn1cccn1)N1CCCC(Nc2ccc(F)c(F)c2)C1 (stereo not given) | -14% | nt | -1%
CCN(CC(=O)NCc1ccc(Cl)cc1)C(=O)CSc1cccc(C(F)(F)F)c1 | 18µM* | -4% | 18µM*
Cc1oc2ncn(C)c(=O)c2c1C(=O)NCCCN(Cc1ccccc1)C(C)C | 3% | 4% | 8%
O=C(NCc1ccccc1)/C(=C/c1ccc([N+](=O)[O-])cc1)NC(=O)c1ccco1 | 7% | -13%[0.0935 µM] | -4%
CC(NC(=O)c1ccccc1N)c1ccccc1 (stereo not given) | -3% | -3% | 0%
COc1cccc(-n2c([S-])c(C(=O)Nc3ccc(S(=O)(=O)N4CCOCC4)cc3)[n+]3cc(C(N)=O)ccc23)c1 | ? | 0% | -30%
COc1ccc(-c2[nH]ncc2/C=N\NC(=O)c2cccs2)cc1OC | 0% | 5% | 0%
COc1ccc(NC(=O)N(C)C[C@H]2Oc3c(NC(=O)NC(C)C)cccc3C(=O)N([C@H](C)CO)C[C@@H]2C)cc1 | 1% | 1% | 2%
CC1CC(c2ccccc2)n2nc(NC(=O)c3cccs3)nc2N1 (stereo not given) | -20% | 5% | 4%

4 compounds already listed, arranged by count of non-hydrogen atoms, largest number first:
Structure | TDP1 cell noCPT | TDP1 block | TDP1 cell CPT
COCc1c(C(=O)N2CCN(S(=O)(=O)c3ccccc3Cl)CC2)oc2ccccc12 | ? | 1% | ?
COC(=O)c1ccccc1NC(=O)CN(C)S(=O)(=O)c1ccc(OC)cc1 | ? | 4% | ?
O=C(CCn1cccn1)N1CCCC(Nc2ccc(F)c(F)c2)C1 (stereo not given) | -14% | nt | -1%
CC1CCC/C(=N\Nc2ccc(Cl)c(C(=O)O)c2)C1 (stereo not given) | -9% | ? | 17%
